Screens (PubChem)
CAL PDZ FP-1: human CAL PDZ-peptide interaction inhibition | inhibition, % at 20 µM | purified CAL PDZ, TMR-peptide fluorescence polarization, 1 h | AID 504414 | hit rate 0.02% among 330,000;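 active = highest replicate inhibition of at least 40%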;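 also: plate controls were DMSO neutral control wells for no effect and unlabeled competitor peptide control wells for full effect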
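Material: tagged CAL PDZ protein CerCALP, purified; buffer or medium: sodium phosphate/NaCl buffer pH 7.4 with TCEP, IgG, Thesit; also added: fluorescent TMR peptide probe; schedule: 1 h incubation at room temperature before polarization reading; technique: fluorescence polarization from S- and P-plane intensities, G-factor corrected; control set: unlabelled peptide and DMSO controls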
RTF Ca sens inh: cardiac RTF calcium desensitization; AID 493244; P19429+P45379; inhibition, % at 7.15 µM; hit rate 0.12% among 340,000; IANBD-labeled cardiac RTF, Ca2+ fluorescence;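 active = inhibition above the mean inhibition of all tested compounds plus 3 SD, cut at about 17% in these data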;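 also: assay run at fixed EC70 calcium of 1.6 mM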
DAGLB inh: diacylglycerol lipase beta (human) inhibition | Q8NCG7 | HEK293T DAGLB membrane lysate, EnzChek fluorogenic substrate | AID 504411 | inhibition, % at 5.17 µM | hit rate 0.059% among 340,000; in the data active = inhibition above about 34%;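 also: 0% = enzyme with vehicle and 100% = wells lacking enzyme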
PKA-R2B activ: activates the human PKA-R2B holoenzyme complex; PKA-R2B holoenzyme dissociation, Cy5-IP20 fluorescence polarization; R2B truncated from residue 108, S112A mutant; 0% DMSO only, 100% 113 µM cGMP; activation, % at 11.4 µM; hit rate 0.079% among 340,000;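 active = activation above a cutoff set at the mean over all compounds plus 3 SD, cut at about 18% in these data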;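 also: higher means more holoenzyme dissociation and a rise in polarization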
Target sequence (P31323 whole entry, looked up, other chains not shown, the tested form may be a part): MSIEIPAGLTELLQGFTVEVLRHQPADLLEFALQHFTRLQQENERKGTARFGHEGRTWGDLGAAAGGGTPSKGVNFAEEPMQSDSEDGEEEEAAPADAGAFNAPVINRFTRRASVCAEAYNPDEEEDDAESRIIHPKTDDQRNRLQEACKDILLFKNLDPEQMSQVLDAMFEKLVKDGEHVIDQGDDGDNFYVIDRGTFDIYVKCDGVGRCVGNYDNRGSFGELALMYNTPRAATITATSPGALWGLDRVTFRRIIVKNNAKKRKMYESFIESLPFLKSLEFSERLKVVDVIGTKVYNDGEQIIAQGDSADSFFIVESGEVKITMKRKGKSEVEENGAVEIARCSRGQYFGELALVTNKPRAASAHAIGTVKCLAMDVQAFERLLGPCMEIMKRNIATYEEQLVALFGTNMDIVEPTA
SR-BI DiI-HDL act: SR-BI HDL lipid transfer activation. CHO ldlA[mSR-BI] cells, DiI-HDL uptake fluorescence, 3 h; 100 = double the neutral-control signal. activation, % at 12.5 µM. hit rate 0.096% among 320,000. AID 504775;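 active = mean replicate activation of at least 60% and every replicate at or above 60%; inconclusive = mean or all-replicate condition met, but not both; inactive = mean below 60% and not all replicates reaching 60%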;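 also: 0% = median plate neutral-control signal and 100% = twice that signal; values of inactives mirror those of a sister screen read the other way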
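System: LDL receptor-deficient CHO ldlA cells overexpressing murine SR-BI | Timing: 3 h uptake period with compound, 37 °C | Medium: HEPES-buffered (25 mM, pH 7.4) F12 plus 0.5% BSA | Dosing: Single-point compound dose | Signal: Bottom-read fluorescence, 550/595 nm | Read-out: Retained DiI signal reflecting DiI-HDL uptake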
CAL PDZ FP-2: blocks peptide binding to the human CAL PDZ domain. Q9HD26. purified CAL PDZ, TMR-peptide fluorescence polarization, 1 h. inhibition, % at 24.9 µM. hit rate 0.92% among 300,000. AID 602252;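 active = mean inhibition of at least 30% with at least half of replicates also reaching 30%; inconclusive = no clear call, values can overlap the other calls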;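 also: 0% = DMSO neutral control and 100% = excess unlabeled competitor peptide PRC23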
cardiac RTF act: cardiac RTF calcium sensitization; P19429+P45379; IANBD-labeled TnC RTF fluorescence at EC20 calcium; 0% EC20 calcium, 100% full calcium; activation, % at 7.2 µM; hit rate 0.24% among 340,000;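 active = activation above the mean over all tested compounds plus 3 SD, cut at about 30% in these data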;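 also: rise in fluorescence read as greater calcium sensitivity of cardiac thin filaments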
Rtt109 HAT inh: inhibitors of Candida albicans Rtt109/Vps75 histone acetyltransferase; Q5AAJ8; purified Rtt109/Vps75, ThioGlo CoA-SH fluorescence, 4 h; inhibition, % at 34.9 µM; hit rate 0.16% among 330,000;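 active = inhibition of at least 50% in every replicate; inconclusive = best replicate reaches 50% inhibition but some replicates fall short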
Target sequence (Q5AAJ8 whole entry, looked up): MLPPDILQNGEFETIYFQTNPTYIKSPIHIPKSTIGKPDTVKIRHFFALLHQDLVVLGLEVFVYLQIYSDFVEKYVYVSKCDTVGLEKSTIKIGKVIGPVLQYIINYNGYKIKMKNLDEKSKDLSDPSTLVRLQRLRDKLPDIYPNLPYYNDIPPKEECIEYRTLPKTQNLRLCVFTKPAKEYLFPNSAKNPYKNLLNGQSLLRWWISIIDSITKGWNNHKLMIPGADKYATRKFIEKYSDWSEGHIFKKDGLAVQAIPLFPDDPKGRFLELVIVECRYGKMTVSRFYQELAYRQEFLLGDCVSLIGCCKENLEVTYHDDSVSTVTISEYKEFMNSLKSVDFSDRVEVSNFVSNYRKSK
Keap1-Nrf2 PPI: Keap1-Nrf2 (human) interaction inhibition. Q14145. Keap1 Kelch-Nrf2 peptide fluorescence polarization, 1536-well. inhibition, % at 9.4 µM. hit rate 0.15% among 340,000. AID 504523; in the data active = inhibition above about 12%; inconclusive = no clear call, values can overlap the other calls; inactive = below about 7.3%;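 also: human Keap1 Kelch domain with fluorescein labeled Nrf2 9mer peptide probe; 0% = neutral control wells and 100% = peptide positive control; higher means more block of Keap1 binding to Nrf2 peptide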
C-LANA FP: blocks KSHV LANA C-terminal domain binding to DNA; MBP-C-LANA/FAM-LBS DNA binding, fluorescence polarization; inhibition, % at 9 µM; hit rate 0.078% among 340,000; AID 504423;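 active = highest replicate inhibition at or above 60% at 9 µM, even if other replicates fall short; inactive = all replicates below 60% inhibition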;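 also: 0% = neutral control wells and 100% = 4 µM acridine orange control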
The depositor's hits bear a star; ? = inconclusive; nt = not tested or not shown. The order is random (roughly 1.6% active in at least one column).

SMILES	CAL PDZ FP-1	RTF Ca sens inh	DAGLB inh	PKA-R2B activ	SR-BI DiI-HDL act	CAL PDZ FP-2	cardiac RTF act	Rtt109 HAT inh	Keap1-Nrf2 PPI	C-LANA FP
O=C(COC(=O)c1cccc(S(=O)(=O)N2CCc3ccccc32)c1)NC1CCS(=O)(=O)C1 (stereo unspecified)	-0.9	-8	-2	0	-7	-1	2	6	-1	-0.3
O=C(c1cc2ccccc2o1)N1CCN(c2ccccn2)CC1	-0.8	-5	-10	1	4	-2	-2	-6	-2	1.0
Cc1ccc(OCCCC(=O)N(C)CC(=O)Nc2ccccc2Br)cc1	-2.4	-18	0	-6	0	-2	3	-3	-5	-0.5
NC(=O)c1c[nH]c2ccccc12	-0.5	-6	0	-2	7	-3	16	9	-1	0.5
Cc1csc(C(=O)NCC(=O)NNC(=O)c2cccc(Cl)c2)c1	-2.6	3	0	4	3	-2	-2	-4	-9	0.8
Fc1ccc(N2CCN(C(=S)NCC3CCCO3)CC2)cc1 (stereo unspecified)	0.2	-5	-6	-13	0	nt	-2	-7	-2	-0.9
Cc1ccccc1Nc1nnc(C)c(=O)n1N	-0.4	-12	0	-3	42	7	-3	11	0	1.2
COc1ccc(N2C(=O)CCC(C(=O)NCc3ccccn3)C2c2ccc(F)cc2)cc1 (stereo unspecified)	-0.6	1	0	1	3	1	-1	-11	-1	0.7
CSc1ccc(C(=O)NC2CCSc3ccccc32)cc1 (stereo unspecified)	0.9	4	1	-4	nt	3	1	-2	-3	0.7
COc1ccc(NC(=O)COc2cccc3c2OC(C)(C)C3)cc1OC	-6.4	-8	-4	-3	-55	-1	7	-17	0	-6.6
COC(=O)C1=C(C(=O)OC)[C@@H]2N(C)c3ccc(OC)cc3[C@@]23C[C@@H](C(=O)OC)N(C(=O)c2cccs2)C3=N1	0.7	2	-2	-9	9	-2	-2	4	-3	1.2
CNC(=S)N/N=C(\C)c1ccc(C)c(C)c1	-0.7	-5	-2	-5	-13	-11	-1	-6	-1	-0.9
O=C(c1ccc(CNS(=O)(=O)c2ccc(Br)cc2)cc1)N1CCCCC1	-2.5	7	-2	-4	-42	1	6	1	-3	-1.3
CN(C)CCNC(=O)Nc1ccc([N+](=O)[O-])cc1	-3.4	-9	-1	6	19	-2	6	-38	-6	-0.6
CC/C(=N\NC(=O)Cc1ccc(Br)cc1)c1cccs1	-2.5	1	0	-9	19	-1	1	3	3	0.6
O=C(NC1CCCCC1)[C@H](O)[C@@H](O)C(=O)NC1CCCCC1	nt	0	3	1	16	-2	4	3	-4	-1.0
CCN(CC(=O)Nc1ccc(NC(C)=O)cc1)C(=O)c1n[nH]c(=O)c2ccccc12	-1.1	-2	-2	-6	7	-6	2	-11	-5	-2.1
CC(=O)c1c(Cl)nc2cccc3c2c1-c1ccccc1C3=O	-14	-15	-5	-16	-1	0	3	10	-2	5.0
CC1CCCC(NC(=S)NC(=O)c2cncc(Br)c2)C1C (stereo unspecified)	-2.1	-4	1	-10	-17	0	-2	1	0	-0.1
O=C(Cc1ccc(NC(=O)C2CCCN(C(=O)C3CCCCC3)C2)cc1)Nc1ccc(C(=O)N2CCOCC2)cc1 (stereo unspecified)	-1.0	-4	1	-2	5	-2	-4	-4	4	3.3
O=C(Nc1cccnc1)c1sc2cccc(F)c2c1Cl	-1.3	-19	-4	-1	-11	-3	0	-10	-2	1.0
CCCCCc1nnc(N)s1	-3.0	0	-4	-3	-2	nt	0	-6	0	1.1
CCCSc1nnc(C(C)C)n1N	-1.9	-8	-1	2	24	-1	2	0	2	1.3
Cc1c(C(=O)Nc2cnccn2)oc2ccccc12	-0.5	-5	-3	3	-25	nt	1	2	-5	-0.1
COc1cccc(CN2CCN(S(=O)(=O)c3ccc(NC(C)=O)cc3)CC2)c1OC	-8.1	-1	-1	7	17	1	1	-9	-6	-0.4
Cc1ccc(S(=O)(=O)c2c(C)cc(C)nc2N2CCOCC2)cc1	-3.9	-10	-2	9	-8	-3	3	1	4	0.1
O=C(CSc1nnc(-c2ccco2)o1)NC(=O)Cc1ccccc1	0.6	2	1	4	-18	-4	0	-7	-5	-1.9
Cc1ccc(NC(=O)C2CC(=O)Nc3ncnn32)cc1Cl (stereo unspecified)	0.4	0	1	-7	5	0	1	-5	1	2.6
Cc1nc(C)c(C(=O)OCC(=O)N2CCN(c3ccccc3)CC2)s1	-0.6	5	1	-7	-18	-2	-4	-2	-4	-1.4
COc1ccc(Cl)cc1-c1nc(SCC(=O)NCCN2C(=O)CSC2=O)n[nH]1	-2.7	12	-2	-6	-9	-1	2	1	0	-0.7
Cc1ccc(C)c(OCCC(=O)Nc2ccc3c(c2)OCO3)c1	1.6	0	-7	-13	-13	-1	1	3	-4	0.4
CSCC[C@H](NC(=O)N1CCn2c1nc1ccccc12)C(=O)NCc1ccc2c(c1)OCO2	-1.4	-3	0	4	7	-4	-1	9	-1	0.2
COc1cc(NC(=O)CCNS(=O)(=O)c2ccc3c(c2)CCC(=O)N3)cc(OC)c1	-0.3	-4	3	-3	7	-3	5	5	4	-1.1
Cc1coc2cc3oc(=O)c(Cc4ccccc4)c(C)c3cc12	-0.9	-16	-4	8	-18	1	0	-16	2	-1.0
COc1cc(C=O)c(Cl)cc1OCC(N)=O	-2.0	-2	0	-8	27	-3	2	-5	-4	-0.7
O=[N+]([O-])c1cccc(-c2noc3c2-c2nc(Cc4cccc5ccccc45)sc2CC3)c1	0.0	-5	-4	6	8	-3	-2	3	-1	-3.0
CC(C)(C)c1ccccc1NC(=S)NC1CCCC1	-1.2	-1	-3	2	-15	-4	-9	20	-3	-0.2
COC(=O)CNC(=O)CNC(=O)c1nn(-c2ccc(OC)c(Cl)c2)c(=O)c2ccccc12	-3.0	-10	2	1	nt	-3	-1	0	-1	1.3
COc1ccc(OC)c(S(=O)(=O)NCCCN2CCOCC2)c1	-0.2	0	2	-6	?	-2	2	-2	-3	-1.7
Cc1cc(/C=N/NC(=O)C(O)(c2ccccc2)c2ccccc2)c(C)n1-c1cccc(C(=O)O)c1	0.2	-20	3	4	-13	-4	-1	9	-7	7.6
CC(C)Nc1nc(Cl)nc(N(C#N)CN2C(=O)c3ccccc3C2=O)n1	0.1	-6	0	-8	15	nt	2	8	-1	0.1
O=C(O)c1ccc(S(=O)(=O)Nc2ccc(F)c(Cl)c2)cc1	1.0	-4	1	6	6	-2	-4	-2	-3	5.8
CCCc1cc(C(=O)O)c2ccccc2n1	0.0	-4	-2	-9	29	nt	0	10	-1	0.3
Cc1ccc(C)c(NC(=S)N/N=C/C(C)c2ccccc2)c1 (stereo unspecified)	0.3	1	1	4	11	11	6	7	-5	-0.5
CCOC(=O)N1CCC(NC(=O)c2ccc3snnc3c2)CC1	-0.7	0	3	-6	16	nt	6	2	-5	-1.0
O=c1cc(-c2ccccc2)oc2ccc(O)cc12	-3.0	6	-1	-1	1	-1	3	7	-1	-2.3
Cc1cc(NC(=O)CCC(=O)N(CC(=O)NC2CCCC2)Cc2ccccc2Cl)no1	-3.0	-4	3	-13	14	2	7	2	-7	-1.3
O=C(Nc1ccccc1N1CCCCC1)c1cccc(Cl)c1	-0.9	-12	-13	1	-67	-7	9	-3	-7	-1.9
CCN1C=C(C(=O)OC)C(c2cccc(OC)c2OC)C(C(=O)OC)=C1	0.0	-6	0	-10	-3	-4	0	6	-2	-1.8
COc1cc(OC)cc(-c2sc3ccc(OC)cc3c2-c2ccc(OCCN3CCOCC3)cc2)c1	0.4	-2	-6	-5	-18	-5	-2	-2	-2	1.9
CCCN(CC(=O)Nc1ccccc1C)C(=O)c1ccc(N2CCOCC2)c([N+](=O)[O-])c1	0.0	-6	2	-3	-12	2	2	2	-2	0.2
O=C(CCCc1nc(-c2ccccc2)no1)NC1CCCCC1	-1.7	-8	-2	4	-7	-1	2	3	-5	0.2
COC(=O)c1ccc(C2/C(=C(/O)c3ccc(OC(C)C)cc3)C(=O)C(=O)N2c2cc(C)on2)cc1 (stereo unspecified)	-1.9	-6	-1	-3	nt	-2	7	18	1	-0.5
CCOCCCn1c(=N)c(C(=O)NCc2ccc3c(c2)OCO3)cc2c(=O)n3cccc(C)c3nc21	-0.3	-5	-1	11	-25	0	-1	-3	-1	-3.2
